TRHR PAM – allosterically enhances the human TRH receptor; 360,000 compounds, 0.66% hits; enhancement, % at 2 µM; TRHR cells, fluo-8 calcium fluorescence, EC20 TRH enhancement; P34981; AID 493056; in the data active means enhancement above about 30%; further: 0% is about no effect
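Enhancer read-out: after compound pinning and an initial kinetic agonist-mode read, an EC20 of TRH (10 nM final) was injected and fluo-8 calcium signal (Ex 480/Em 530) followed at 1 s/cycle for 100 cycles in TRHR-expressing cells.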
D1 agonist – activates the human D1 dopamine receptor; HEK293 T-REx D1 cells, calcium flux, agonist mode; activation, % at 2 µM; 360,000 compounds, 1% hits; further: 0% is about no effect
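Agonism was scored from calcium flux recorded over 180 s (1 read/s) after pintool compound addition, following a 10-cycle baseline. Cells were inducible force-coupled HEK293 TREx D1, plated overnight at 30 C and loaded with no-wash calcium dye.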
TRHR ag – agonists of human TRH receptor; 360,000 compounds, 0.18% hits; TRHR cells, calcium flux fluo-8, FDSS agonist mode; activation, % at 2 µM; P34981; further: 0% is about no effect
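Fluo-8-loaded TRHR cells; 10 s baseline, compound added, kinetic Ca2+ fluorescence read 1/s, agonist mode.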
D1 PAM – enhances dopamine response at the human D1 receptor; P21728; HEK293 TREx D1 cells, calcium flux, dopamine EC20 potentiation; potentiation, % at 10 µM; 360,000 compounds, 0.036% hits; in the data active means potentiation above about 30%; further: 0% is about no effect
D2 potentiator – positive allosteric modulators of human D2 dopamine receptor; P14416; HEK293 T-REx D2, calcium flux, EC20 dopamine potentiation; potentiation, % at 10 µM; 340,000 compounds, 0.34% hits;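 active means potentiation over 3 SD above the plate norm, cut at about 30% in these data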; further: 0% is about no effect
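Tetracycline-induced Hek293 Trex D2 cells, force-coupled to calcium, loaded with no-wash calcium dye. Compound added with 180 s kinetic read for agonism, then EC20 dopamine and a further 180 s read for potentiation.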
D2 ag – agonists of human D2 dopamine receptor; P14416; HEK293 T-REx D2 cells, calcium flux agonist mode; activation, % at 2 µM; 340,000 compounds, 0.53% hits;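 active means activation over 3 SD above normal in the single-dose calcium agonist read, cut at about 30% in these data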; further: 0% is about no effect
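Calcium-flux readout, 1 cycle/sec over 180 s following compound pin transfer, in inducible HEK293 Trex D2 cells (force-coupled); dopamine controls included. Positive calcium responses during this window marked compounds as potential agonists.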
D1 antag – human D1 dopamine receptor antagonism | 360,000 compounds, 3.2% hits | P21728 | activity change, negative = inhibition, % at 10 µM | HEK293 TREx D1 cells, calcium flux, dopamine EC80; active compounds read low; in the data active means activity change below about -30%; further: on the % scale 0 is the no-effect control and ±100 the full control effect
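Tetracycline-induced HEK293 T-REx cells with force-coupled D1 receptor were loaded with a no-wash calcium dye. Compound was added after a 10 s baseline and read kinetically for 180 s; EC80 dopamine was then added and calcium flux followed another 180 s.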
D2 antag – D2 dopamine receptor (human) antagonism; P14416; HEK293 TREx D2 cells, calcium flux, dopamine EC80; inhibition, % at 10 µM; 340,000 compounds, 2% hits; in the data active means inhibition above about 30%; further: 0% is about no effect
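HEK293 T-REx D2 cells, tet-induced, calcium dye no-wash. Cpd pintool add, 180 s kinetic, then EC80 DA, 180 s kinetic. Ca flux read.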
RXFP1 antagonist – antagonists of human relaxin receptor RXFP1. activity change, negative = inhibition, % at 57.5 µM. 350,000 compounds, 0.59% hits. Q9HBX9. HEK293-RXFP1, relaxin-stimulated cAMP HTRF, 30 min; active compounds read low;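 active means activity change of -60% or lower, but not beyond a set lower limit; inconclusive means change between -60% and -40%, or beyond the set limit; inactive means change above -40%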; further: on the % scale 0 is the no-effect control and ±100 the full control effect
Target sequence (Q9HBX9 whole entry, looked up): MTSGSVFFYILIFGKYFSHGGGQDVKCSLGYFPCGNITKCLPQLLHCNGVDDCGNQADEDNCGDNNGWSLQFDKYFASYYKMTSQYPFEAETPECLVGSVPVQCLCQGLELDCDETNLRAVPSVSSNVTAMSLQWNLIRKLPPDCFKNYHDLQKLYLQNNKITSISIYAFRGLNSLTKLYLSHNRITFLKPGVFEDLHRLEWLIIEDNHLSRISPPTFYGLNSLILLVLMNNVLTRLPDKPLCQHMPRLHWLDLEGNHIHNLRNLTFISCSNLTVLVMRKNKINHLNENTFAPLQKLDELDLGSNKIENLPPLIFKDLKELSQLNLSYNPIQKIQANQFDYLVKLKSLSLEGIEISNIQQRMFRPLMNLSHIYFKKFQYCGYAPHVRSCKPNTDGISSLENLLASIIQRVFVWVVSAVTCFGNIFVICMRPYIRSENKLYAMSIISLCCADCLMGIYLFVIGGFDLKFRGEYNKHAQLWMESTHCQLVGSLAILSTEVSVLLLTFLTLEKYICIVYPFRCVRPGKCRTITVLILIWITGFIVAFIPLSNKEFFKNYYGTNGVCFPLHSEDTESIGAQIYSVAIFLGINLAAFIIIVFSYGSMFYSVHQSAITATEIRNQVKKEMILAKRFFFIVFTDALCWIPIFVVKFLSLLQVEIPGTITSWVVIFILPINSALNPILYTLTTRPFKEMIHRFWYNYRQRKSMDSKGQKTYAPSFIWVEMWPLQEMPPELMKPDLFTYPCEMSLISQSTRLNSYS
* = called active by the depositor; ? = inconclusive; / = no result given; & = joins results of further samples. Unless noted, no stated cut-off is given here; in the data, active means activation above about 30%; inactive means the rest.

SMILES	TRHR PAM	D1 agonist	TRHR ag	D1 PAM	D2 potentiator	D2 ag	D1 antag	D2 antag	RXFP1 antagonist
Cc1ccc(NC(=O)CSc2nncn2N)cc1C	1	4	-0.4	-4	-2	0.0	23	-2	-5
COC(=O)CN1C(=O)CSc2ccc(S(=O)(=O)Nc3ccc(C(C)=O)cc3)cc21	18	2	0.1	1	-2	-0.2	14	/	6
CCc1nc(C)cn1S(=O)(=O)c1cc([N+](=O)[O-])ccc1Cl	6	0	0.0	0	8	-0.2	-13	0	-25
CCOc1ccc(NC2c3ccccc3C(=O)N2Cc2ccc3c(c2)OCO3)cc1 (stereo not drawn)	5	2	-0.2	/	4	-0.2	5	3	12
O=C(O)CCNC(=O)c1ccc(NC(=O)C(c2ccccc2)c2ccccc2)cc1	6	1	0.3	10	14	0.0	1	17	8
CCN(CC)CCNC(=O)c1c(C)n(-c2ccccc2)c2cc(Br)c(OC)cc12	6	18	1.7	-2	-17	-0.6	4	-16	-78*
Cc1ccc(-n2c(=O)[nH]c3c(C(N)=O)nc(CC(C)C)nc32)cc1	-3	2	1.3	-5	/	3.3	13	-5	-3
Cc1csc(=Nc2ccccc2)n1CCO	-7	2	-0.1	-10	13	-0.4	6	2	14
Cc1cc(C)n2cc(CSc3nc4ccccc4s3)nc2n1	8	2	-1.4	-13	25	-1.5	-9	-5	-3
C=C(C)C(=O)Nc1cccc(C2=NOC3(C2)C[C@@H](C(N)=O)N(C(=O)/C=C/C=C/C)C3)c1 (stereo partly drawn)	1	5	-0.2	-3	-7	-0.1	-7	9	/

Overlap with the part before: five compounds; new compounds follow.
SMILES	TRHR PAM	D1 agonist	TRHR ag	D1 PAM	D2 potentiator	D2 ag	D1 antag	D2 antag	RXFP1 antagonist
CCN(CC)CCNC(=O)c1c(C)n(-c2ccccc2)c2cc(Br)c(OC)cc12	6	18	1.7	-2	-17	-0.6	4	-16	-78*
Cc1ccc(-n2c(=O)[nH]c3c(C(N)=O)nc(CC(C)C)nc32)cc1	-3	2	1.3	-5	/	3.3	13	-5	-3
Cc1csc(=Nc2ccccc2)n1CCO	-7	2	-0.1	-10	13	-0.4	6	2	14
Cc1cc(C)n2cc(CSc3nc4ccccc4s3)nc2n1	8	2	-1.4	-13	25	-1.5	-9	-5	-3
C=C(C)C(=O)Nc1cccc(C2=NOC3(C2)C[C@@H](C(N)=O)N(C(=O)/C=C/C=C/C)C3)c1 (stereo partly drawn)	1	5	-0.2	-3	-7	-0.1	-7	9	/
COc1ccc(CN2C(=O)NC(C)(c3ccc(C)cc3)C2=O)cc1F (stereo not drawn)	-3	9	0.0	4	12	1.7	-1	1	16
CCOC(=O)C1CCN(S(=O)(=O)c2cn(C)cn2)CC1	-2	0	0.8	5	1	0.5	-4	8	2
CCCN1CCN(c2ncnc3sc(C(=O)Nc4ccc(OC(F)(F)F)cc4)c(C)c23)CC1	6	3	1.3	0	4	-2.1	-1	/	-19
O/N=C/c1cc(Br)cs1	-3	3	-0.2	-1	-5	-0.4	-5	13	11
CS(=O)(=O)N1CCN(C(=O)c2c(F)cccc2F)CC1	-3	3	0.7	-3	5	0.4	-16	11	-22
Cc1cccc(NC(=O)C2CC(=O)N(Cc3ccccc3)C2)n1 (stereo not drawn)	-7	3	-0.2	-4	-4	0.2	-9	9	?
CN(CC(=O)NCC(c1ccccc1)N1CCCC1)S(=O)(=O)c1ccc(Cl)cc1 (stereo not drawn)	-1	8	0.9	-5	-6	0.1	12	12	-4
Cc1cc[n+](-c2[nH]c(=O)sc2/C=N/NC(=O)c2ccccc2[O-])cc1C	-7	2	0.3	0	7	-1.0	-13	-8	-14
COc1ccc(-n2ncc3c(NCC4CCCO4)ncnc32)cc1 (stereo not drawn)	6	2	-0.9	-1	3	1.0	7	-11	4
O=C(NCC1CCCCC1)C1CCCN(C(=O)NC2CCCCC2)C1 (stereo not drawn)	-2	-1	-0.3	3	-4	0.7	-11	4	1
COc1cccc(NC(=O)c2sc3nc(C)c(C(=O)Nc4ccc(C)cc4C)c(-c4sccc4C)c3c2N)c1	-1	3	3.6	-3	4	0.2	0	/	12
CC(=O)N(C1=C(N)C(=O)c2ccccc2C1=O)c1ccccc1	4	-1	-0.4	-4	7	-2.2	4	14	14
COc1cccc(NC(=O)CSc2nnc3ccc(-c4ccccn4)nn23)c1	6	2	-0.7	8	5	0.6	-5	-2	2
CCOc1ccccc1NC(=O)c1cccc(NC2=NC3CS(=O)(=O)CC3S2)c1 (stereo not drawn)	-4	8	-0.6	-8	3	-0.3	26	0	10
Cc1nc2c3cccnc3nn2c(C)c1CCC(=O)NCc1ccccc1	-6	0	-1.6	-1	-1	-0.9	7	/	-6
CCN(CC)S(=O)(=O)c1ccc(C(=O)N2CCN(C3=NS(=O)(=O)c4ccccc43)CC2)cc1	-3	3	-0.2	1	/	/	-8	/	-2
CCOC(=O)C(=CNc1cccc(N)n1)C(=O)OCC	1	1	-0.4	-6	-9	-1.6	-23	1	-8
COc1ccc2nc(Sc3c([N+](=O)[O-])nc(C)n3Cc3ccccc3)[nH]c2c1	4	0	0.2	6	-6	0.0	7	-20	0
CCOC(=O)c1sc(N/N=C/c2ccccc2)nc1C	2	-2	-0.7	-1	9	1.5	-2	-21	-13
COc1cc(-c2c(C#N)c(N)nc3[nH]c(=S)[nH]c(=O)c23)ccc1O	-1	-1	0.1	2	-17	0.1	13	11	-2
CCc1ccc(C(=O)c2cn(CC(=O)Nc3cc(OC)cc(OC)c3)c3ccc(CC)cc3c2=O)cc1	2	10	-1.6	-2	0	-1.1	18	/	/
NC1=NC(=O)/C(=C/c2cccc(F)c2)S1	-3	0	-2.3	2	0	0.1	-3	-14	-2
Cc1cc(N)ccc1N1CCCC1	-2	2	0.0	-4	1	-0.1	7	0	/
O=C(c1cc2c(s1)-c1ccccc1OC2)N1CCN(c2ccccc2)CC1	4&27	1&-1	0.1&-0.6	-2	-6&6	-0.1	-4&12	/	-3
Nn1c(SCC(=O)Nc2ccc3c(c2)OCO3)nnc1-c1cccc(Cl)c1	5	0	-0.6	-3	5	-2.9	-16	-8	1
COc1ccc(NS(=O)(=O)c2cccc3cccnc23)cc1Cl	12	10	-0.9	-4	8	-1.6	-9	-24	-5
O=C(NCCN1CCOCC1)c1cccc(NS(=O)(=O)c2ccc(Br)cc2)c1	-9	2	-0.7	5	8	0.2	-8	33*	-10
CC(=O)c1ccc(NC(=O)/C(=C\c2ccc(F)cc2)NC(=O)c2ccco2)cc1	-4	-3	-0.8	1	23	-0.9	4	-5	4
Cc1cccc(C(=O)NNC(=O)C23CC4CC(CC(C4)C2)C3)c1O	21	0	3.3	-4	5	-1.4	16	-2	0
CCOC(=O)C1CCN(Cc2ccc(OCc3ccccc3)c(OC)c2)CC1	7	1	0.5	17	5	1.5	5	-5	4

In another format: 3 of the compounds above.
Results follow in this order: TRHR PAM	D1 agonist	TRHR ag	D1 PAM	D2 potentiator	D2 ag	D1 antag	D2 antag	RXFP1 antagonist
> Cc1cc(N)ccc1N1CCCC1
 : -2	2	0.0	-4	1	-0.1	7	0	/
> O=C(c1cc2c(s1)-c1ccccc1OC2)N1CCN(c2ccccc2)CC1
 : 4&27	1&-1	0.1&-0.6	-2	-6&6	-0.1	-4&12	/	-3
> Nn1c(SCC(=O)Nc2ccc3c(c2)OCO3)nnc1-c1cccc(Cl)c1
 : 5	0	-0.6	-3	5	-2.9	-16	-8	1

Going on with the list:
SMILES	TRHR PAM	D1 agonist	TRHR ag	D1 PAM	D2 potentiator	D2 ag	D1 antag	D2 antag	RXFP1 antagonist
CCOC(=O)N1CCC(NCCNC(=O)c2ccccc2Cl)CC1	-7	3	1.0	11	3	-0.2	7	56*	-2
Cc1ccc(OCCC(=O)Nc2ccccc2C(=O)N2CCCCC2)cc1	3	0	0.1	1	-2	-0.3	6	2	9
CCN(CC)C(=O)Oc1cc(COC)nc(-c2ccccc2)n1	8	-1	0.8	1	/	/	-29	/	19
C/C(=N\NC(=O)C(C)Sc1ccccc1)C(C)(C)C (stereo not drawn)	9	4	-0.2	4	-10	0.0	16	23	2
Cc1ccc(C(=O)CSc2nc(-c3ccccc3)ccc2C#N)cc1	-3	36*	11	-2	-2	11	-11	3	-4
COc1cc(/C=N/N2CCN(Cc3ccccc3)CC2)cc(OC)c1OC(C)=O	0	-1	-0.1	-6	6	0.3	9	-9	4
COC(=O)c1cnc2c(c1C(=O)OC)c(=O)n(C)c(=O)n2C	-8	2	0.6	-4	-13	0.6	-11	7	6
COc1ccc(OC)c(NC(=O)NCc2ccc(F)cc2)c1	-3	1	-1.6	3	-16	0.8	10	39*	-3
Cc1ccc(C(=O)NC2CC(C)(C)NC(C)(C)C2)cc1S(=O)(=O)N1CCCCC1	0	2	0.3	0	3	0.1	4	5	-3
CC(C)C(NC(=O)CC12CC3CC(CC(C3)C1)C2)C(=O)O (stereo not drawn)	-1	3	0.5	2	-5	0.3	6	-5	-10
COc1ccccc1NCCC(=O)O	-4	2	-0.2	-2	-4	0.8	-4	-7	5
CC(C)C(=O)Nc1ccc(C(=O)NNC(=S)NC(=O)c2cccs2)cc1	27	0	-1.1	-4	3	-0.9	-1	-2	-22
CCCc1cc(=O)n2[nH]c(-c3ccc(Cl)cc3)cc2n1	1	-1	-0.2	1	-10	0.0	4	0	4
COC(=O)CSc1nnc(-c2ccccc2OC)n1-c1ccc(C)cc1	-1	5	0.0	-2	-15	0.2	4	15	-11
CC1CCCCN1S(=O)(=O)c1ccc2c(c1)C(C)(C)C(=O)N2C (stereo not drawn)	-4	0	0.6	-8	7	1.3	7	18	8
CC(C)CNc1cc(=O)n(C)c(=O)n1C	10	5	0.1	2	17	-0.4	9	0	3
CCOc1ccc(-c2c(C)nn3c(C)c(C(=O)NCCc4ccc(C)cc4)cnc23)cc1OCC	-4	3	-0.2	-7	-4	1.8	-18	/	-18
COc1ccccc1CCNC(=O)c1nc(-c2cccs2)no1	3	3	-1.3	-4	2	-1.2	0	-4	-5
O=C(C1CCC(CNc2c(N3CCCCC3)c(=O)c2=O)CC1)N1CCN(c2ccccn2)CC1 (stereo not drawn)	3	0	0.6	1	3	0.4	-8	-6	/
O=C(c1cccc(F)c1)N1CCc2ccccc21	-10	4	0.5	-2	-11	0.5	/	9	3
CC(NC(=O)Nc1nccs1)(C(F)(F)F)C(F)(F)F	-1	1	-0.3	2	1	-2.6	0	1	3
O=C(Nc1ccccc1C(=O)NCCCN1CCOCC1)c1cccc([N+](=O)[O-])c1	17	2	0.0	-1	1	0.6	3	4	-9
Cc1ccc(/C=C2/NC(=O)N(Cc3ccccc3F)C2=O)o1	7	0	0.4	-11	17	2.0	-9	-3	-6
O=C(NCCOc1ccccc1Cl)c1cc(F)c(F)cc1Cl	0	1	-0.4	0	2	-0.8	-12	-15	2
CCN(CC)C(=O)Cn1c(SCCOc2ccc(Cl)cc2)nc2ccccc21	-4	3	0.2	0	-2	11	-7	/	/
Cc1cc2oc(=O)cc(CN(C)Cc3cccc(F)c3)c2cc1Cl	7	5	0.8	10	-5	0.5	12	2	-34
COc1ccccc1CNC(=O)CN1N=C(c2ccccc2)CCC1=O	2	-3	0.0	-1	8	-0.6	12	/	11
O=C(Cc1cccs1)N(Cc1ccco1)C1(C(=O)NC2CCCCC2)CCCCC1	-9	0	0.2	6	1	-1.0	-12	-4	-18

Screens: PubChem BioAssay, National Center for Advancing Translational Sciences (NCATS)

Hits appear at their usual frequency. Share with any hit: about 7.1%.
